From PubChem BioAssay
GALK inh – inhibitors of human galactokinase; P51570; Purified GALK, Kinase-Glo residual ATP luminescence; Potency, µM (titrated, usually from 57.5 µM), without a hit: top-dose activity change, negative = inhibition, actives largely listed as inhibitors; 0.007% of 270,000 active; note: potency is the fitted concentration of half-maximal effect; % is set by controls: 0 for no effect and ±100 for the full control effect
Target sequence (P51570 whole entry, looked up): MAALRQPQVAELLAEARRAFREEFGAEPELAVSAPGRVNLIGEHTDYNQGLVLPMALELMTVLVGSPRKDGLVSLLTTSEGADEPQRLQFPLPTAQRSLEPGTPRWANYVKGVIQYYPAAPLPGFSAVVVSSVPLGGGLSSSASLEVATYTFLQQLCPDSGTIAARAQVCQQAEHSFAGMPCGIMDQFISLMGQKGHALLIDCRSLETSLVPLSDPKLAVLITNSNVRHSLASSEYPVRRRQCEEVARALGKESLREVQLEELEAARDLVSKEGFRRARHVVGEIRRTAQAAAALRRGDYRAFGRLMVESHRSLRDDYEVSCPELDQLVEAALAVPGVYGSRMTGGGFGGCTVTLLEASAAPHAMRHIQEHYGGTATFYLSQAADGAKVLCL
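GALK at 5 nM final was combined with compound, 35 uM ATP and 100 uM galactose in HEPES pH8.0 with MgCl2 and DTT. The reaction ran one hour at room temperature before luminescent ATP detection.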
MLL CXXC-DNA inh – inhibitors of human MLL CXXC domain-DNA interaction | Q03164 | MLL-CXXC / FITC-HOXA9 DNA fluorescence polarization | Potency, µM (top dose mostly 115 µM), for the others: at the top dose activity change, negative = inhibition, usual class: inhibitors | 0.037% of 290,000 active | AID 2662; active = well fitted inhibition curve with a large enough effect in the polarisation, with a control signal flat, not every such curve was filed as active; inconclusive = small, poorly fitted or top-dose-only effect, or effect the other way, or a change in a side signal; inactive = no such curve, though single readings can be large or run the other way; the % refers to the polarisation; note: potency is the fitted concentration of half-maximal effect
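Steps: dispense CXXC domain solution (7 uM) → pin compounds or unlabeled HOX-A9 DNA control → 5 min ambient → add FLSN-HOX-A9 solution (50 nM) → spin → 30 min ambient → fluorescence polarization. Tris pH 7.5/NaCl/DTT/BSA buffer.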
FBPA coupling cs – counter-screen for Giardia aldolase inhibitors: coupling enzyme system; activity change, negative = inhibition, % at 58.2 µM, hits read low; coupling enzyme system counterscreen, AmpLite Red fluorescence; 0.67% of 290,000 active; in the data active = activity change below about -30%; note: % is set by controls: 0 for no effect and ±100 for the full control effect
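Activity here indicates interference with the coupling reaction, not aldolase inhibition. Compounds at 57.5 uM final met coupling enzymes for 10 min at RT; substrate and AmpLite Red detection followed, with a 525/598 nm fluorescence read after 20 min.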
KCNH2 3.1 inh – blocks the human KCNH2 3.1 channel isoform; U2OS KCNH2 3.1, thallium flux FluxOr; hits give low values; activity change, % (tested at about 1.8 µM); 0.95% of 340,000 active;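 active = maximum activity change below -70%; inconclusive = maximum activity change from -70% to -50%; inactive = maximum activity change above -50%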;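 note: thallium influx rate constant from kinetic fluorescence after stimulation buffer; % is set by controls: 0 for no effect and ±100 for the full control effect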
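Measured as rate of thallium-driven FluxOr signal in transduced U2OS cells carrying the 3.1 channel, read kinetically for 2 min upon stimulation; values are rate constants scaled to DMSO control wells.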
TRPV1 agonist – activates the human vanilloid receptor TRPV1 | 0.19% of 320,000 active | activation, % at 8.33 µM | TRPV1-expressing cells, Fluo-8 calcium influx, agonist mode | Q8NER1 | AID 540275; in the data active = activation above about 80%; inconclusive = between about 30% and that limit; note: 0% is about no effect
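Cells expressing TRPV1 were dye-loaded with Fluo-8 and read kinetically: 10 s baseline, 3 min after compound (agonist portion), then 2 min after EC20 capsaicin (allosteric enhancer portion). Calcium-bound dye fluorescence at 480/520 nm.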
hERG WT inh – KCNH2 (human, wildtype) channel inhibition; 0.37% of 340,000 active; AID 720551; Q12809; activity change, % at 1.84 µM; U2OS, BacMam KCNH2, thallium flux FluxOr; hits give low values;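 active = maximum activity change below -70%; inconclusive = maximum activity change between -70% and -50%; inactive = maximum activity change above -50%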; note: % is set by controls: 0 for no effect and ±100 for the full control effect
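U2OS cells transduced with wild-type KCNH2 virus are loaded with FluxOr dye for 45 min, and thallium flux is measured in kinetic reads before and after stimulation buffer. Rate constants are normalized to DMSO controls.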
MBNL1-CUG inh – inhibitors of human MBNL1 binding to CUG repeat RNA. TR-FRET MBNL1-His/biotin-(CUG)12 binding, 665/545 ratio. Potency, µM (top dose mostly 57.5 µM), inactives show at the highest dose activity change, negative = inhibition, usual class: inhibitors. 0.036% of 280,000 active; active = well fitted inhibition curve with a large enough effect in the signal ratio, with a control signal flat, not every such curve was filed as active; inconclusive = small, poorly fitted or top-dose-only effect, or effect the other way, or a change in a side signal; inactive = no such curve, though single readings can be large or run the other way; the % refers to the signal ratio; note: potency is the fitted concentration of half-maximal effect; % is set by controls: 0 for no effect and ±100 for the full control effect
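TR-FRET between His-tagged MBNL1 and biotin-(CUG)12 RNA, detected with Tb anti-His antibody (0.055 ng/ul) and streptavidin-XL665 (5 nM), 60 min at room temperature. Compounds titrated 92 nM to 58 uM; 665/545 nm ratio normalized to buffer and complex controls.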
S-ASM inh – blocks human secretory acid sphingomyelinase | Potency, µM (titrated, usually from 57.5 µM), without a hit: at the top dose activity change, negative = inhibition, hits mostly inhibitors | placental ASM, HMU-PC fluorogenic substrate, 60 min | P17405 | 0.006% of 340,000 active | AID 504937; note: potency is the fitted concentration of half-maximal effect
Target sequence (P17405 47-631 limits assumed): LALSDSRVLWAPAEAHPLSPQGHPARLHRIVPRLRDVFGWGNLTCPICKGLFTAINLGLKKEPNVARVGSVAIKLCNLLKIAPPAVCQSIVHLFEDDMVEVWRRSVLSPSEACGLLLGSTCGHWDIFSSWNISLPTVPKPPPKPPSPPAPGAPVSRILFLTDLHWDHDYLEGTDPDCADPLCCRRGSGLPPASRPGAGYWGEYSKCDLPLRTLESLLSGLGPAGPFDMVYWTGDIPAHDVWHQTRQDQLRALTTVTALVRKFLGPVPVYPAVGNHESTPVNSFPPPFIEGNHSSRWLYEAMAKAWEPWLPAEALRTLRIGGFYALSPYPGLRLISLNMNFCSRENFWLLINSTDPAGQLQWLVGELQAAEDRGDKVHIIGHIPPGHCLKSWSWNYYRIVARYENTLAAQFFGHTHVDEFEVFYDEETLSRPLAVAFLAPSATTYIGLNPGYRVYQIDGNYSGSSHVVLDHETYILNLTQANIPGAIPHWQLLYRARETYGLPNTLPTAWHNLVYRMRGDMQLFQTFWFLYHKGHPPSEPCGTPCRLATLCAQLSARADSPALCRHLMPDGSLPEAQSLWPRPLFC
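Human placenta-derived ASM enzyme was preincubated with compound for 10 minutes at room temperature, then given fluorogenic substrate HMU-PC0 (9 uM final) for 60 minutes at 37 °C; a pH 10 stop preceded fluorescence reading at Ex 386/Em 447 nm.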
a7 integrin act – activates integrin-mediated alleviation for muscular dystrophy. alpha7betagal myoblasts, beta-gal FDG fluorescence, 48 h. Potency, µM (top dose mostly 38.3 µM), for inactives: top-dose activation, usual class: activators. 0.064% of 350,000 active. AID 624291;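 note: potency is the fitted concentration of half-maximal effect; 100% = response of the positive control SU9516; nearly all actives have a fitted effect of over 60% in size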
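Alpha7betagal+/- myoblasts (passage 13) were plated 16-24 hr, then exposed to compounds (1:260 dilution of DMSO stock) for 48 hours at 37C. After MPER lysis, β-galactosidase reporter activity was read as FDG fluorescence (ex 480/em 540) after 30 minutes.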
AT treatment – potential ataxia-telangiectasia treatments restoring KAP-1 phosphorylation. Potency, µM (top dose mostly 57.5 µM), for inactives: at the highest dose activation, most hits filed as activators. […] A-T fibroblasts, KAP-1 phosphorylation AlphaLISA; neocarzinostatin DNA damage 30 min before lysis. 0.19% of 320,000 active. AID 485349; note: potency is the fitted concentration of half-maximal effect; % of control where 0% means no effect; nearly all actives have a fitted effect of over 45% in size
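hTERT-immortalized A-T patient fibroblasts ([…]), 500 cells/well in OPTI-MEM, 1% FBS, got compounds for 60 min, then NCS for 30 min at 37C. Lysates were then assayed for phospho-KAP-1 by AlphaLISA (anti-pKAP1 donor, anti-KAP1 acceptor beads), 6 hr at 25C.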
* = called active by the depositor; i = inactive; u = inconclusive; x = no result given; [ ] = remark or other dose. Unless noted, calls come from the whole dose curve; as a rule, active = well fitted curve in the direction sought with a large enough effect; inconclusive = small, poorly fitted or top-dose-only effect, or another doubt; inactive = no such curve, though single readings can be large; an effect the other way counts as inactive or inconclusive.

SMILES	GALK inh	MLL CXXC-DNA inh	FBPA coupling cs	KCNH2 3.1 inh	TRPV1 agonist	hERG WT inh	MBNL1-CUG inh	S-ASM inh	a7 integrin act	AT treatment
COc1cc(CN2CCN(c3cccc(Cl)c3)CC2)cc(OC)c1OC	0%	-4%	-2	4	1	-23	-2%	2%	-19%[7.66 µM]	-2%
O=c1ccn([C@@H]2O[C@H](CNCC3=Cc4cc(O)ccc4OC3)[C@@H](O)[C@H]2O)c(=O)[nH]1	x	x	x	7	x	-6	x	8%	21%	x
Cc1ccc(NC(=O)c2ccc(OC(=O)CCN3C(=O)c4ccccc4C3=O)cc2)cc1	-1%	59%[activator]	1	2	u	-11	2%	1%	37%	-5%
COc1ccccc1OCCNC(=O)CN(c1cccc(C)c1)S(=O)(=O)c1ccccc1	-6%	-11%	x	11	u	-12	-4%	-4%	-3%	3%
O=C1CN(Cc2ccccc2)C(=NCc2ccco2)S1	0%	-5%	0	-10	8	-1	10%	0%	-13%	6%
N#Cc1c(NC(=O)CSc2ncc(-c3ccccc3)n2CC2CCCO2)sc2c1CCCC2 (stereo not given)	-1%	-2%	1	0	3	-5	-1%	0%	-23%	5%
CCOC(=O)C1=C(C)C(c2ccc(OC)cc2)NC(=S)N1 (stereo not given)	1%	-8%	6	-3	1	17	0%	-1%	0%	-1%
O=[N+]([O-])c1cnc2nc(-c3ccncc3)nn2c1O	5%	-1%	1	20	-1	i	u	5%	-10%	-6%
CCc1ccccc1NC(=O)/C(C#N)=C/c1ccc(Sc2ccccc2)o1	0%	9%	-4	0	6	x	x	-3%	u	6%
COc1ccc(OC)c(NC(=O)COC(=O)/C=C/c2ccc(Cl)cc2)c1	-1%	2%	-4	-2	0	12	-3%	-9%	-9%	16%
COc1cc(C(=O)OC(C)C(=O)N2CCc3ccccc3C2)ccc1OCC(=O)N1CCOCC1 (stereo not given)	-3%	-8%	-4	26	-2	8	-4%	0%	5%	-3%
CC(C)(C)C1CCc2onc(C(=O)Nc3cnn(Cc4ccc(F)cc4)c3)c2C1 (stereo not given)	0%	5%	-1	-24	24	11	1%	-1%	-14%	-3%
CC(C)c1ccccc1NC(=O)c1ccc2ncsc2c1	-1%	7%	1	-7	1	3	-8%	6%	8%	-3%
NC(=O)C1=C[C@@H](c2ccc(Br)cc2)C[C@@H](OCCCCO)O1	3%	u	0	x	6	x	-11%	13%	8%	17%
C/C(=N/Nc1ccccc1[N+](=O)[O-])c1ccc([N+](=O)[O-])cc1	0%	u	0	9	2	1	0%	-1%	20%	23%
CN1CCN(C(=O)c2ccc(CNS(=O)(=O)c3cccc(Cl)c3)cc2)CC1	6%	2%	x	-4	-2	-18	-4%	0%	-9%	2%
Cc1cccc(NC(=O)CN2C(=O)c3ccccc3S2(=O)=O)n1	x	x	x	-8	2	-6	x	2%	-14%	-1%
CCc1nc2ccc(C(=O)Nc3cccc(C(C)=O)c3)cc2nc1CC	-2%	2%	0	-25	u	7	36%[activator]	x	-23%	-8%
CCCOc1ccc(NC(=O)C2CCCNC2=O)cc1 (stereo not given)	-3%	9%	-3	-3	-2	9	-6%	-1%	-20%	-3%
O=S(=O)(NCCOC12CC3CC(CC(C3)C1)C2)c1cccc2nsnc12	-2%	-1%	2	-15	27	-4	u	-4%	19%	0%
CC1CCCCN1C(C(=O)O)c1ccccc1 (stereo not given)	-1%	12%	-1	-1	0	-10	-4%	-2%	3%	-7%
CCN(CC(=O)Nc1ccc(NC(C)=O)cc1)C(=O)c1cccnc1Sc1ccc(C)c(C)c1	x	x	x	-3	-2	4	x	x	13%	-2%
CCc1nc2nc(C)c(NS(=O)(=O)c3ccc(Cl)s3)c(=O)n2[nH]1	-1%	7%	1	-6	-1	-4	-4%	1%[11.5 µM]	-22%	2%
CCNC(=O)COc1ccc(C=O)cc1OC	0%	20%	4	2	-3	7	-5%	3%	9%	-3%
Cc1ccc(S(=O)(=O)Cc2ccc(C(=O)N3CCN(c4cccc(C)c4C)CC3)o2)cc1	x	x	0	10	0	8	-9%	-7%	-34%	-1%
NC(=O)C1CCN(c2ncccc2[N+](=O)[O-])CC1	7%	9%	3	2	2	-2	u	-3%	-9%	-16%
O=C(COc1ncnc2ccccc12)Nc1cc([N+](=O)[O-])ccc1F	0%	-24%	-1	7	-3	-5	x	-2%	7%	-3%
CCc1ccc(C(=O)CSc2nc3cc(S(=O)(=O)N4CCOCC4)ccc3n2CC)cc1	0%	14%	-5	-7	u	4	2%	-3%	-30%	-4%
COc1ccccc1C1C=C(c2ccc(C)cc2)Nc2nnnn21 (stereo not given)	5%	-2%	0	-6	1	-19	-6%	46%[activator]	16%	4%
Cc1ccc(C)c(NC(=O)C2=CCN(S(=O)(=O)c3ccc(F)cc3)CC2)c1	x	20%	1	6	28	7	-25%	0%	9%	9%
CCCCNC(=O)c1c(CSc2ccccc2)noc1C(=O)NCc1ccccc1	0%	5%	-2	11	14	11	-7%	-13%	15%	26%
O=c1c(-c2ccc(O)cc2)coc2cc(OC3OC(CO)C(O)C(O)C3O)cc(O)c12 (stereo not given)	x	-2%	-6	5	-1	-4	u	1%	11%	18%
CCOC(=O)C1=C(N)n2c(s/c(=C\c3ccncc3)c2=O)=C(C(=O)OCC)C1c1ccncc1 (stereo not given)	-1%	-7%	5	-1	1	-5	7%	-1%	-13%	-4%
CC(C)N(Cc1cnn(C)c1)C(=O)c1ccc(OC2CCN(Cc3ccccn3)CC2)cc1	2%	-2%	0	6	1	-1	0%	0%	0%	4%
COc1ccc(C2(c3ccc(OC)cc3)NC(=O)N(CC(=O)NC3(C#N)CCCC3)C2=O)cc1	x	x	x	-13	2	-2	x	0%	-2%	2%
O=S(=O)(Cc1cc(Cl)nc(-c2ccncc2)n1)c1ccccc1	-2%	3%	0	-12	-4	-5	x	2%	-50%[inhibitor]	-4%
OCCC1CN(Cc2cnc(N3CCOCC3)s2)CCN1C1CCCC1 (stereo not given)	2%	-2%	1	3	-5	-9	-7%	-1%	-13%	4%
CCC(CC)NC(=O)c1cc(S(=O)(=O)N2CCCCC2)ccc1N1CCOCC1	x	x	x	3	16	-8	x	2%	-18%	-12%
Cc1cc(C)cc(OCC(=O)OC/C(O)=C(\C#N)c2nc3ccccc3[nH]2)c1	0%	2%	-5	-2	-3	30	38%[activator]	4%	-41%	6%
CSc1ncccc1C(=O)NCc1ccc(C)cc1	4%	-4%	0	4	-6	7	1%	3%	20%	x
Cc1csc(=O)n1CC(=O)OCC(=O)Nc1ccccc1C(C)C	x	x	x	8	5	8	x	-2%	-15%	-9%
Cc1cccc(NC(=O)CSCC(=O)OCc2ccccn2)c1	x	x	x	6	-5	5	x	10%	34%	-5%
O=C(NCC1CCCO1)c1cn(Cc2ccccc2)nc1-c1ccc(Cl)cc1 (stereo not given)	x	x	x	-4	28	-9	x	1%	-64%[inhibitor]	14%
CCOc1ccccc1NC(=O)CSc1c(C)n[nH]c1C	-2%	5%	1	-2	3	7	-2%	6%	19%	9%
CCOc1ccc(S(=O)(=O)N2CCCCC2)cc1NC(=O)CN1CCCC1c1cccs1 (stereo not given)	x	x	x	-8	24	-7	x	1%	1%	-6%

Reformatted with values under each structure: entries from further up.
Results follow in this order: GALK inh, MLL CXXC-DNA inh, FBPA coupling cs, KCNH2 3.1 inh, TRPV1 agonist, hERG WT inh, MBNL1-CUG inh, S-ASM inh, a7 integrin act, AT treatment
CC(C)c1ccccc1NC(=O)c1ccc2ncsc2c1
    -1%, 7%, 1, -7, 1, 3, -8%, 6%, 8%, -3%
COc1cc(CN2CCN(c3cccc(Cl)c3)CC2)cc(OC)c1OC
    0%, -4%, -2, 4, 1, -23, -2%, 2%, -19%[7.66 µM], -2%
COc1ccccc1OCCNC(=O)CN(c1cccc(C)c1)S(=O)(=O)c1ccccc1
    -6%, -11%, x, 11, u, -12, -4%, -4%, -3%, 3%

Next section.
SMILES	GALK inh	MLL CXXC-DNA inh	FBPA coupling cs	KCNH2 3.1 inh	TRPV1 agonist	hERG WT inh	MBNL1-CUG inh	S-ASM inh	a7 integrin act	AT treatment
CCOC(=O)c1c(NC(=O)CSc2ncnc3[nH]ncc23)sc2c1CCC(C)C2 (stereo not given)	5%	1%	2	-2	2	-11	8%	-7%	25%	-1%
Cc1cc(C)nc(SCCCn2c(=O)[nH]c3ccccc32)n1	3%	-3%	-1	0	-4	-10	7%	0%	-15%	12%
CC(=O)Cc1nsc(Nc2ccc(F)cc2)n1	11%	6%	3	4	1	-1	x	-1%	10%	3%
CCCN(C(=O)c1cccs1)c1nnc(-c2ccncc2)s1	-2%	-2%	6	-6	26	1	3%	-1%	-16%	4%
COc1cccc(/C=N/n2nnnc2N)c1O	-1%	10%	1	-8	-5	4	9%	4%	-20%	10%
CN(Cc1cnccn1)Cc1ccccc1OCC(O)CN1CCc2ccccc2C1 (stereo not given)	3%	0%	0	-1	2	12	u	6%	-34%	-3%
